All columns: NCI-60 one-dose screen, growth in % after 48 h at 10 µM unless noted; 100 = growth as untreated, 0 = no growth, -100 = all killed.
RPMI-8226 – RPMI-8226 leukemia cells. 7.5% of 77,000 active
MOLT-4 – MOLT-4 leukemia cells; 6.9% of 80,000 active
A549/ATCC – A549/ATCC NSCLC; 3.7% of 81,000 active; AID 1794740
HOP-62 – HOP-62 NSCLC | AID 1794735 | 3.9% of 80,000 active
M14 – M14 melanoma. 6.2% of 80,000 active. AID 1794745
CCRF-CEM – CCRF-CEM leukemia; 7% of 77,000 active; AID 1794778
HOP-92 – HOP-92 NSCLC cells. 6.3% of 71,000 active. AID 1794738
EKVX – EKVX NSCLC. AID 1794765. 3% of 71,000 active
Active calls of the source: *; · = no result given; & = joins results of further samples; ! = a repeat was not active. The calls were made as follows: active = growth percent below 10; inactive = the rest. Random draw from the library. Share with any hit: about 13%.

Sequence of screens: RPMI-8226	MOLT-4	A549/ATCC	HOP-62	M14	CCRF-CEM	HOP-92	EKVX
- COc1ccc(-n2c(SCCc3c[nH]c4ccccc34)nnc2-c2ccncc2)cc1
 : 89	78	89	94	94	80	66	91
- Oc1ccc(C=NC2CCCCC2)cc1
 : 73	111	99	92	96	95	·	98
- CC/C(=C(/c1ccc(Cl)cc1)c1ccc(OCCN2CCCCC2)cc1)c1ccc(OC)cc1
 : -11*	26	56	87	28	29	57	59
- Cc1ccc(-c2ccc(Cl)cc2)n1-c1ccc(-c2nc3ccc(F)cc3s2)cc1
 : 70	94	91	93	94	·	75	80
- C1CNC(C2=NCCN2)=N1
 : 109	96	·	99	103	109	94	103
- O=c1c2c3c(sc2n2c(=S)[nH]nc2n1Cc1ccccc1)CCCC3
 : 74	99	93	98	100	78	78	101
- CCOc1cc2c(c(OCC)c1OCC)C(=O)N[C@@H]1[C@@H](O)[C@@H](O)[C@H](O)C[C@@H]21
 : 102	99	96	102	103	99	83	97
- Cc1c2c(cn1Cc1ccccc1)CCc1cn[nH]c1-2
 : 71	85	99	89	·	77	70	99
- CCOC(=O)c1cc(C)[nH]c1C
 : 84	·	61	79	100	93	81	100
- COc1cc(C(=O)O)cc(OC(C)=O)c1OC
 : 106	101	59	77	92	106	82	93

Laid out differently: entries from further up.
C1CNC(C2=NCCN2)=N1
  RPMI-8226 = 109; MOLT-4 = 96; A549/ATCC = ·; HOP-62 = 99; M14 = 103; CCRF-CEM = 109; HOP-92 = 94; EKVX = 103
O=c1c2c3c(sc2n2c(=S)[nH]nc2n1Cc1ccccc1)CCCC3
  RPMI-8226 = 74; MOLT-4 = 99; A549/ATCC = 93; HOP-62 = 98; M14 = 100; CCRF-CEM = 78; HOP-92 = 78; EKVX = 101

Other structures
Sequence of screens: RPMI-8226	MOLT-4	A549/ATCC	HOP-62	M14	CCRF-CEM	HOP-92	EKVX
- COC(=O)C1C(OC)=CC(=O)C2CCCCC21 (centres undefined)
 : ·	99	97	·	96	103	112	95
- CCCCCCCCCCCCCCCCCCO
 : 110	75	109	103	110	101	94	120
- O=C(NN=C1CCCCC1)c1ccc([N+](=O)[O-])cc1
 : 102	100	101	96	95	105	94	95
- CCOCCOC(=O)c1ccc(C(C)C)cc1
 : 105	113	100	103	108	93	100	107
- CN1CCc2nc3sc(C(N)=O)c(N)c3c(-c3cccs3)c2C1
 : 76	62	24	23	15	19	-7.4*	48
- CC(=O)c1ccccc1O
 : 103&106&106	104&92&88	96&82&104	103&88&101	100&98&104	101&104&107	103&84	104&108&100
- OC[C@H]1O[C@@H](O[C@@H]2[C@@H](CO)O[C@](O)(CO)[C@H]2O)[C@H](O)[C@@H](O)[C@H]1O
 : 107	100	106	105	123	103	·	104
- CC(=O)O[C@H]1C[C@@]2(C)[C@@H](C[C@@H](O)[C@H]3[C@@]4(C)CC[C@H](NC(=O)c5cnccn5)[C@@H](C)[C@@H]4CC[C@@]32C)/C1=C(\CCC=C(C)C)C(=O)O
 : 115	101	110	105	98	107	112	107
- CC(=O)O[C@H]1C/C=C\C[C@@H](O)[C@@]2(C)O[C@@H]2CC[C@H](C)C1
 : 101	112	109	88	96	98	94	96
- O=C(Cc1ccc(/C=C/C(=O)c2ncc[nH]2)cc1)NC1CCCCC1
 : 20	77	80	86	87	33	90	79
- O=C(Cn1c(=O)sc2ccccc21)NNS(=O)(=O)c1ccc(Cl)cc1
 : 96	104	102	104	102	100	97	93
- Cc1cc(=O)nc2sccn12
 : 100	70	104	95	106	113	85	96
- CCCC[N+]1(C)CCN=C1Cc1ccccc1 (centres undefined)
 : 76	95	88	105	106	84	91	97
- COc1ccc2nc(-c3ccc(OC)c(OC)c3)cc(-c3nnc(SC/C(=N/O)c4ccccc4)o3)c2c1
 : 85	72	72	85	84	72	81	81
- Cc1sc2nc3nc(CC(=O)Nc4ccccc4)[nH]n3c(=O)c2c1C
 : 100	90	·	98	105	100	·	95
- O=c1[nH]c2cn(-c3ccccc3)nc2c(=O)n1O
 : 91	82	83	94	102	85	82	·
- NC1(C(=O)O)CCc2ccccc21 (centres undefined)
 : 99	·	95	114	100	·	105	108
- COc1cc(/C=C\c2c(-c3ccc(F)cc3)nc3sc(C)cn23)cc(OC)c1OC
 : 70	47	81	82	83	73	50	55
- CCc1nc2c([nH]1)c(=O)n(C)c(=O)n2C
 : 99	100	104	106	111	93	69	111
- C=CCN(CC=C)C(=O)[C@H](CC)[C@@H]1CC[C@@H](C)[C@@H]([C@H](C)[C@@H](O)[C@@H](C)C(=O)[C@H](CC)C2O[C@]3(C=CC(=O)[C@]4(CC[C@@](C)([C@H]5CC[C@](O)(CC)[C@H](C)O5)O4)O3)[C@H](C)C[C@@H]2C)O1 (some centres undefined)
 : -23*	29	24	31	17	·	-8.4*	13

Entries listed so far that contain an aryl methoxy group:
Sequence of screens: RPMI-8226	MOLT-4	A549/ATCC	HOP-62	M14	CCRF-CEM	HOP-92	EKVX
- COc1ccc(-n2c(SCCc3c[nH]c4ccccc34)nnc2-c2ccncc2)cc1
 : 89	78	89	94	94	80	66	91
- CC/C(=C(/c1ccc(Cl)cc1)c1ccc(OCCN2CCCCC2)cc1)c1ccc(OC)cc1
 : -11*	26	56	87	28	29	57	59
- COc1cc(C(=O)O)cc(OC(C)=O)c1OC
 : 106	101	59	77	92	106	82	93
- COc1ccc2nc(-c3ccc(OC)c(OC)c3)cc(-c3nnc(SC/C(=N/O)c4ccccc4)o3)c2c1
 : 85	72	72	85	84	72	81	81
- COc1cc(/C=C\c2c(-c3ccc(F)cc3)nc3sc(C)cn23)cc(OC)c1OC
 : 70	47	81	82	83	73	50	55

Going on with the list.
Sequence of screens: RPMI-8226	MOLT-4	A549/ATCC	HOP-62	M14	CCRF-CEM	HOP-92	EKVX
- NS(=O)(=O)c1ccccc1NC(=O)Nc1nc2ccccc2s1
 : 102	102	101	96	93	99	99	86
- COc1ccc(-c2cc3ccccc3[nH]2)cc1
 : 66	85	100	95	110	95	88	88
- COc1cc2c3c(n(C)c2cc1OC)C(=O)c1cccn1-3
 : 69	49	54	79	105	76	53	86
- O=C1C2(Cl)C(Cl)=C(Cl)C1(Cl)C1(Cl)C(Cl)=C(Cl)C(=O)C21Cl (centres undefined)
 : 106	99	98	98	102	95	105	·
- O=C(Nc1cccc(-c2nc3ccccc3c(=O)[nH]2)c1)c1ccc(Br)cc1
 : 89	88	99	84	97	97	87	99
- COc1ccc(/C=N/n2cnc3c(c(C)nn3-c3ccccc3)c2=N)cc1
 : 108	91	99	106	108	110	101	89
- O=C(Nc1ccc(Br)cc1)N1CCN(C(=O)Nc2ccc(Br)cc2)CC1
 : 107	105	96	·	109	99	106	92
- COc1cc(-c2cnc3nonc3n2)ccc1O
 : ·	90	94	101	92	93	·	105
- CCSc1ccc(C)cc1
 : 100	108	101	102	103	81	·	101
- CC(=O)c1ccc(CCCc2ccc(C(C)=O)cc2)cc1
 : ·	99	100	98	109	81	85	105
- N=C(Cc1nc(-c2ccc(Cl)cc2)cs1)Sc1ccccc1N
 : 85	90	91	87	91	83	74	97
- COc1cc2c(c(OC)c1OC)C1(NCC2)C(=O)Nc2c(Br)cc(Br)cc21 (centres undefined)
 : 88	92	95	89	101	104	96	85
- N/C(=N\OC(=O)CSc1nc2ccccc2s1)c1ccc(Cl)cc1
 : 99	97	103	88	100	102	98	87
- CN(C)c1ccc(-c2c(C#N)c(=O)nc3n2CC(=O)S3)cc1
 : 111	122	·	100	103	107	107	98
- CC(C)[C@@H](C)/C=C/[C@@H](C)[C@H]1CC[C@H]2C3=CC[C@H]4C[C@@H](O)CC[C@]4(C)[C@H]3CC[C@]12C
 : 105	88	75	91	101	105	103	97
- CC1(N=Cc2cc(Cl)ccc2O)COP(=O)(Nc2ccccc2)OC1 (centres undefined)
 : 85	97	95	87	93	·	43	95
- O=C1[C@@H]2Cc3c([nH]c4ccccc34)[C@@H](c3ccc(Cl)cc3)N2C(=O)CN1C1CCN(Cc2c(F)cccc2F)CC1
 : 13	8.3*	32	54	14	20	-0.4*	40
- COc1cc2nc3cc([N+](=O)[O-])ccc3c(NCCNCC(C)O)c2cc1OC (centres undefined)
 : -13*	-0.3*	-27*	-19*	-66*	-6.3*	-42*	9.5*
- CCCCC1Nc2nc(SC)n(C)c(=O)c2CN(Cc2ccccc2)C1=O (centres undefined)
 : 68	120	94	98	90	87	·	83
- CC(Sc1nc2ccccc2c(=O)n1CCc1ccc(S(N)(=O)=O)cc1)C(=O)c1ccccc1 (centres undefined)
 : 48	70	80	85	101	55	88	90
- COc1ccc(-c2nc(SCCC(C)C)nc(N/N=C(/C)c3cccc(OC)c3)c2C#N)cc1
 : 95	94	97	94	104	97	74	98
- NC(=O)c1[nH]cnc1/N=N/N1CCCC1
 : 64	82	99	74	53	81	77	105
- O=C(O)COc1ccc2ccccc2c1
 : 102	104	100	95	102	89	98	·
- C[C@]12CC[C@H]3[C@@H](CC=C4C[C@@H](O)CC[C@@]43C)[C@@H]1CC[C@@H]2[C@](C)(O)CCc1cccnc1
 : 33	49	70	61	86	60	67	37
- CCN(CC)CCN1C(=O)c2cccc3c(-c4ccc5c(c4)ncn5C4CCCCC4)ccc(c23)C1=O
 : -33*	-9.6*	19	8.7*	-63*	11	-7.7*	16
- COc1ccc2c(c1)c(-c1nn3cc(-c4nccs4)nc3s1)cn2C
 : 103	116	95	117	105	97	·	95
- CCOC(=O)c1ccc(Nc2ncnc3c2cnn3-c2cccc(F)c2)cc1
 : 99	99	102	94	99	96	91	98
- CCCCCCCCCCCCCCCC[N+](C)(C)CCCNS(=O)(=O)c1cccs1
 : 99	97	104	94	·	97	103	102
- O=C(O)c1ccc(-n2cc(/C=N/Nc3ccc(F)cc3)c(-c3ccc(F)cc3F)n2)cc1
 : 65	67	88	76	84	49	86	74
- CCN(CC)c1ccc2cc(C(Nc3ccc(C)cc3)c3nnnn3C(C)(C)C)c(=O)oc2c1 (centres undefined)
 : 87	65	85	103	103	99	81	87
- C/C(=N\N=C1/C(=O)Nc2ccc(Cl)cc21)c1ccc2c(c1)Nc1ccccc1S2
 : 11	-1.2*	-6.4*	19	-21*	9.6*	-10*	13
- COC(=O)c1nc(-c2ccc(C)cc2)oc1Sc1ccc(Cl)cc1
 : 73	60	93	99	84	69	82	98
- O=C(NCc1cn(Cc2cccc(Oc3ccccc3)c2)nn1)c1cccnc1Nc1cccc(F)c1
 : 90	·	85	88	83	·	85	81
- CCCCCCCCCCCCCCCCC1CC(=O)OC1=O (centres undefined)
 : 108	118	98	95	·	96	125	97
- O=C(C(=Cc1ccccc1)C(=O)c1ccccc1)c1ccccc1
 : -2.6*!	85&11	83&82	102	48	82&11	84&66	103&79
- COc1ccc(C/C(C)=C(/c2ccc(OCCN3CCCCCC3)cc2)c2ccc(OC(=O)NCc3ccccc3)cc2)cc1
 : 53	41	77	91	96	58	56	88
- CC(O)COc1ccc(Cl)cc1Cl (centres undefined)
 : 99	98	103	95	105	95	101	110
- FC(F)(F)c1ccc(-c2nn[nH]n2)cc1
 : 96	99	98	106	99	93	96	93
- CC(Cl)C(=O)OCCCc1ccccc1 (centres undefined)
 : 105	117	103	110	98	112	92	99
- CC(CCc1ccc(O)cc1)NCC(O)c1ccc(O)cc1 (centres undefined)
 : 107	83	108	·	104	104	98	118
- NS(=O)(=O)Oc1ccc(-c2cn3ccsc3n2)cc1
 : 105	99	106	99	105	106	98	102
- COc1cccc(/C=C/c2nc3ccccc3c(=O)n2CC(=O)Nc2ccc(Cl)cc2)c1
 : 88	91	29	71	76	86	·	109
- CC(Oc1ccc(Cl)cc1)c1ccccc1 (centres undefined)
 : 101	87	102	98	101	94	95	·
- Cc1ccc(-n2cc(/C=C/C(=O)c3ccc(Br)cc3)c(-c3ccc(S(C)(=O)=O)cc3)n2)cc1
 : 61	65	96	103	·	77	103	97
- O=C(c1nnc(NCc2ccccc2)o1)c1c[nH]c2ccccc12
 : 96	105	85	69	97	96	105	97
- CCCCCCCCCCCCCCCCO
 : ·	91	99	92	101	99	88	·
- Clc1ccc(Cc2nnc3sc(-c4ccc5c(c4)OCCO5)nn23)cc1
 : 100	99	98	104	97	98	63	94
- CN1CCN(C(=O)N2c3ccccc3Sc3ccccc32)CC1
 : 94	99	82	87	106	101	74	96
- COc1ncnc2c1cnn2C
 : 107	90	105	94	·	97	100	100
- C/C(=N/NC(N)=S)c1sc(Nc2ccccc2O)nc1C
 : 48	61	95	91	109	34	124	92

Next section.
Sequence of screens: RPMI-8226	MOLT-4	A549/ATCC	HOP-62	M14	CCRF-CEM	HOP-92	EKVX
- COc1ccc(/C=N/N2CN(C(CC(N)=O)C(=O)O)P(Nc3ncccn3)N=C2N)cc1OC (centres undefined)
 : 97	108	99	96	81	90	87	93
- NS(=O)(=O)c1ccc(Nc2ccccc2)c([N+](=O)[O-])c1
 : ·	101	98	100	110	106	·	93
- CC(=O)C1CCC2C3CC(C)C4=CC(=O)CCC4(C)C3(F)C(=O)CC12C (centres undefined)
 : 70	79	94	97	105	86	·	·
- CCN(CC)CCC/C(C)=N\O
 : 100	97	102	113	100	99	93	94
- C=C(C)C(=O)OCC[N+](CC)(CC)CC
 : 111	103	94	97	105	97	78	118
- c1csc(-c2ccc(CNc3c4ccccc4nc4ccccc34)cc2)c1
 : -44*	2.0*	27	55	-74*	2.6*	-2.1*	59
- CC1=NNC(=O)CC1
 : 80&126	82&101	98&105	88&106	102&111	84&115	93&85	97&113
- O=C1c2c(O)cccc2[C@@H](O[C@@H]2O[C@H](CO)[C@H](O)[C@@H](O)[C@H]2O)c2cc(CO)cc(O)c21
 : ·	123	114	123	109	105	103	105
- Cc1csc(/N=C(N)/N=C(\N)c2ccc(Cl)cc2)n1
 : 99	97	104	107	108	103	61	95
- Nc1cc(C(F)(F)F)cc(C(F)(F)F)c1
 : 108	110	111	102	109	97	113	119
- COc1ccc(C(C)=O)cc1OCc1ccccc1
 : 87&97	89&105	103&112	96&108	107&134	88&100	84	99
- CCOc1c(C#N)c(Nc2ccc(S(N)(=O)=O)cc2)c(C#N)c(=O)n1S(=O)(=O)c1ccc(C)cc1
 : 122	118	105	100	100	123	61	101
- CCc1c2c(c(C)c3oc4cc(OC)ccc4c13)C(=O)N(O)C2=O
 : 101	110	102	98	108	100	102	104
